Source: PubChem BioAssay (National Center for Advancing Translational Sciences (NCATS))
RORgamma inh = ROR gamma (mouse) transcription inhibition; Potency, µM (doses to about 53.6 µM), for inactives: top-dose activity change, negative = inhibition, usual class: inhibitors; P51450; Drosophila S2 Gal4-RORgamma UAS-luciferase reporter, 20 h; actives 5.4% (n = 310,000); note: potency is the fitted concentration of half-maximal effect; % is set by controls: 0 for no effect and ±100 for the full control effect; nearly all actives have a fitted effect of over 60% in size
Target sequence (P51450 whole entry, looked up, the tested form may be a part): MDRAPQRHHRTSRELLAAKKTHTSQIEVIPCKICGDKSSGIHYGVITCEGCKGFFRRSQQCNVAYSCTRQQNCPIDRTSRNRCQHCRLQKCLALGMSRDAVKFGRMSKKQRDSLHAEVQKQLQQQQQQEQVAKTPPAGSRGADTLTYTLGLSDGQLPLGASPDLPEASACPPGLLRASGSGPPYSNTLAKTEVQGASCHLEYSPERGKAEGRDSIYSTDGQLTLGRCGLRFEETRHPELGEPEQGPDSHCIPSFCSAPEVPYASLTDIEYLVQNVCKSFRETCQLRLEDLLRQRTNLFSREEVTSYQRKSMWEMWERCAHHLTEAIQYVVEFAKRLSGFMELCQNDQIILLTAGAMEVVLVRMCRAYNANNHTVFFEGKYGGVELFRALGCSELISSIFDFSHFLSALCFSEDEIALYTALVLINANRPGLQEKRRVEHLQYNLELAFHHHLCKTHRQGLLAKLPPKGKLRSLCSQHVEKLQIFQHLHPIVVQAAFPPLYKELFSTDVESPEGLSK
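Compounds are pin-transferred onto Drosophila Schneider cells expressing a copper-inducible Gal4–ROR gamma transactivation domain fusion. After 1 hr, copper sulfate is added to 700 uM final; luciferase is read 20 hr later.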
Tb PFK inh = inhibitors of T. brucei phosphofructokinase; O15648; T. brucei PFK, ADP-Glo luminescence; Potency, µM (doses to about 57.5 µM), for the others: at the top dose activity, negative = inhibition, usual class: inhibitors; actives 0.17% (n = 330,000);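 note: potency is the fitted concentration of half-maximal effect; 0% = uninhibited 1x PFK enzyme wells and -100% = no-enzyme wells; nearly all actives have a fitted effect of over 60% in size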
Target sequence (O15648 whole entry, looked up): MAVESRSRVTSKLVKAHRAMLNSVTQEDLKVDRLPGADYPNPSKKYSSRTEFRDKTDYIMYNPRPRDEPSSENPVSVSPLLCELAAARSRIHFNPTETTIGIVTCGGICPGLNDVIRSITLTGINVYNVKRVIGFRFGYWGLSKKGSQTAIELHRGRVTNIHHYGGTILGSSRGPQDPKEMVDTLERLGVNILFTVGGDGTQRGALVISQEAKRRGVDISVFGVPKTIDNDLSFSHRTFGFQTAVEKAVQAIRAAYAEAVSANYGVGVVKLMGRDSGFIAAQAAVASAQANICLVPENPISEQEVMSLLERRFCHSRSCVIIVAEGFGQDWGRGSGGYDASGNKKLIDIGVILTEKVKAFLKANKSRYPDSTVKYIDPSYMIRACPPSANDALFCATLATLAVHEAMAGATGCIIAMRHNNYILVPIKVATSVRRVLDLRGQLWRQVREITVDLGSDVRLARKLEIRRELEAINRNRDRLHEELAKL
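PFK 1.25 nM, F6P 0.5 mM, ATP 0.1 mM, 0.1 M TEA pH 8.0, 5 mM MgCl2, 0.01% Tween20, 0.1% BSA; 45 min RT. ADP-Glo readout. qHTS titration up to 57 uM; curves fitted, compounds curve-classed.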
ELG1 genotox = genotoxicity induction in ELG1-luciferase HEK293T cells | HEK293T ELG1-luciferase reporter, luminescence, 16 h | AID 504466 | actives 1.3% (n = 330,000) | Potency, µM (titrated, usually from 46 µM), inactives show top-dose activity change, positive = activation, most hits filed as activators; note: potency is the fitted concentration of half-maximal effect; % of control where 0% means no effect; nearly all actives have a fitted effect of over 60% in size
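Step 1: seed 2,000 HEK293T ELG1-luciferase cells per well. Step 2: add compound or DMSO, incubate 16 hr at 37 °C. Step 3: ONE-Glo, 30 min at room temperature, read luminescence.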
Coupling enz = inhibits coupling enzyme system, counter-screen for aldolase hits; coupling enzyme system counterscreen, AmpLite Red fluorescence; activity change, negative = inhibition, % at 58.2 µM, hits read low; actives 0.67% (n = 290,000); AID 2472; in the data active = activity change below about -30%; note: % is set by controls: 0 for no effect and ±100 for the full control effect
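Counterscreen of the coupled detection system alone, without aldolase: glyceraldehyde-3-phosphate coupling enzymes plus AmpLite Red readout. Compounds at 57.5 uM final, 10 min RT preincubation, 20 min RT reaction, fluorescence 525/598 nm.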
uPA generation = blocks generation of uPA at the cell surface; cell surface uPA generation assay, qHTS; Potency, µM (doses to about 38.3 µM), for the others: at the highest dose activity change, negative = inhibition, usual class: inhibitors; actives 0.31% (n = 330,000); AID 540303; active = well fitted inhibition curve with a large enough effect; inconclusive = small, poorly fitted or top-dose-only effect; inactive = no such curve, though single readings can be large or run the other way; tested in mouse RAW 264.7 cells; note: potency is the fitted concentration of half-maximal effect; % is set by controls: 0 for no effect and ±100 for the full control effect; nearly all actives have a fitted effect of over 55% in size
KCNH2 3.1 block = blocks the human KCNH2 3.1 channel isoform. activity change, % (tested at about 1.8 µM). U2OS KCNH2 3.1, thallium flux FluxOr; active compounds read low. actives 0.95% (n = 340,000);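 active = maximum activity change below -70%; inconclusive = maximum activity change from -70% to -50%; inactive = maximum activity change above -50%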;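 note: thallium influx rate constant from kinetic fluorescence after stimulation buffer; % is set by controls: 0 for no effect and ±100 for the full control effect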
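Measured as rate of thallium-driven FluxOr signal in transduced U2OS cells carrying the 3.1 channel, read kinetically for 2 min upon stimulation; values are rate constants scaled to DMSO control wells.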
Giardia killer = kills Giardia lamblia; actives 0.15% (n = 340,000); activity change, % at 7.66 µM, hits read low; Giardia lamblia trophozoite viability; in the data active = activity change below about -80%; inconclusive = between about -30% and that limit;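 note: parasites exposed to compound for two days anaerobically before the ATP read; % is set by controls: 0 for no effect and ±100 for the full control effect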
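Trophozoites 100 cells/well + cpd; 48 hrs, 37 deg C, anaerobic. ATPLite 1-Step added, 15-30 min RT, luminescence read (ATP-based viability).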
FLuc modulator = firefly luciferase modulation, counter-screen for miR-21 project. purified FLuc, Km substrates, luminescence inhibition. AID 588342. P08659. Potency, µM (top dose mostly 57.5 µM), inactives show top-dose activity change, negative = inhibition, actives largely listed as inhibitors. actives 6.9% (n = 360,000);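 note: potency is the fitted concentration of half-maximal effect; plate controls were vehicle for no effect and reference inhibitor for full effect; nearly all actives have a fitted effect of over 55% in size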
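Purified P. pyralis luciferase, 10 nM final, with Km-level 10 uM D-luciferin and 10 uM ATP in 50 mM Tris acetate pH 7.5, 10 mM Mg acetate, 0.01% Tween-20, 0.05% BSA; 6-point qHTS titration about 60 µM downward; luminescence read.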
Rab9 prom act = activators of Rab9 promoter; Potency, µM (doses to about 9.22 µM), for inactives: at the top dose activation, negative = inhibition, hits mostly activators; AID 485297; actives 2.8% (n = 320,000); Huh7 Rab9 promoter-luciferase reporter, luminescence, 24 h; note: potency is the fitted concentration of half-maximal effect; % of control where 0% means no effect; nearly all actives have a fitted effect of over 60% in size
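Cells were plated at 1500 per well in reduced-serum medium with 10% FBS and left 2 h. Compound in DMSO was then added for 24 h at 37 °C. Reporter signal was read by luminescence after 10 min with luciferase detection reagent.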
Gal4-VP16 FLuc = inhibits Gal4-VP16 luciferase reporter, ROR gamma counter-screen | AID 2546 | Potency, µM (highest dose often 53.6 µM), without a hit: top-dose activity, negative = inhibition, most hits filed as inhibitors | Drosophila S2 Gal4-VP16 UAS-luciferase, luminescence, 20 h | actives 3.5% (n = 310,000);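 note: Gal4-VP16 expression switched on by copper sulfate through the metallothionein promoter; potency is the fitted concentration of half-maximal effect; % is set by controls: 0 for no effect and ±100 for the full control effect; nearly all actives have a fitted effect of over 50% in size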
NPC1 prom act = activators of NPC1 promoter; AID 485313; Potency, µM (doses to about 9.22 µM), for the others: at the top dose activation, most hits filed as activators; Huh7 NPC1 promoter luciferase reporter, 24 h; actives 2.4% (n = 320,000);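 note: potency is the fitted concentration of half-maximal effect; % of control where 0% means no effect; nearly all actives have a fitted effect of over 60% in size; reporter is driven by a mutant NPC1 promoter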
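Quantitative HTS used a cell-based reporter: Huh7 cells stably bearing the NPC1 promoter upstream of luciferase were treated with compounds for 24 h, and promoter activation was read as luminescence.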
* = called active by the depositor; ? = inconclusive; . = not tested or not shown; & = joins results of further samples; [ ] = dose if it differs, or a comment. Unless noted, calls come from the whole dose curve; as a rule, active = well fitted curve in the direction sought with a large enough effect; inconclusive = small, poorly fitted or top-dose-only effect, or another doubt; inactive = no such curve, though single readings can be large; an effect the other way counts as inactive or inconclusive.

SMILES	RORgamma inh	Tb PFK inh	ELG1 genotox	Coupling enz	uPA generation	KCNH2 3.1 block	Giardia killer	FLuc modulator	Rab9 prom act	Gal4-VP16 FLuc	NPC1 prom act
Cc1ccc(OCc2ccc(C(=O)Nc3nc4ccccc4n3C)o2)c([N+](=O)[O-])c1	5.6µM*	5%	0%	1	-2%	1	-2	0%	-3%	3.2µM*	0%
O=C(CCN1C(=O)C2C3C=CC(C3)C2C1=O)N1CCN(c2ccccc2Cl)CC1 (stereo unspecified)	2%	0%	-2%	0	-3%	.	-4	0%	-14%	-18%	2%
COc1ccccc1Nc1nc(N)nc(CN2CCN(Cc3ccccc3)CC2)n1	-27%	-4%	-2%	3	.	-77*	-8	3%	-9%	13%	-2%
CCOc1ccc(NC(=O)CSc2nnc(Cc3cccn3C)n2-c2ccc(OC)cc2)cc1	22%	0%	-7%	1	.	-9	-12	-3%	-10%	0%	-2%
C=CCN(Cc1nc(-c2ccccc2)no1)C(=O)c1ccc2c(c1)OCO2	8%	10%	-11%	3	2%	-2	-5	5%	3%	3%	2%
COc1cccc(COC(=O)C2CC(=O)N(Cc3ccc(C)cc3)C2)c1OC (stereo unspecified)	.	0%	1%	.	7%	3	-12	3%	-5%	.	0%
Fc1cccc(-c2nn[nH]n2)c1	3%	7%	2%	4	1%	-3	-11	2%	1%	1%	-1%
Cc1ccc(F)c(C2C3C=CCC(c4cccc(-c5ccc(N(C)C)cc5)c4)C3C(=O)N2Cc2ccccc2)c1 (stereo unspecified)	-12%	-5%	-7%	0	10%	?	-5	2%	-5%	-6%	-1%
Cn1c(=O)c(=O)n(C)c2cc(S(=O)(=O)N3CCC(Cc4ccccc4)CC3)ccc21	0%	2%	1%	3	0%	-10	-5	8%	5%	-5%	-4%
COc1cc(NC(=O)c2ccccc2Cl)c(OC)cc1NC(=O)CN1CCCCC1	0%	0%	0%	0	5%	-3	-5	-7%	-1%	-23%	-1%
Cc1cc2c(cc1C)NC1=C(N2)OC(c2cccc(O)c2)C1=O (stereo unspecified)	18%	0%	6%	-1	1%	8	10	?	-3%	3%	-1%
COc1ccc(CNCC2COc3ccccc3O2)cc1 (stereo unspecified)	21%	-8%	0%	-2	-3%	6	9	-11%	7%	7%	2%
Cc1c(Cl)cccc1Nc1nc(N)nc(CSc2nc3ccccc3s2)n1	?	3%	2%	-5	8%	12	-18	-10%&0%	-4%	?	0%
COC(=O)c1sc2cc(C(F)(F)F)cnc2c1-c1cccnc1	-18%	-6%	2%	-1	.	10	23	3%	-5%	-9%	0%
COc1ccccc1/C=C1\SC(=O)N(CCC(=O)NNC(=O)c2ccccc2Cl)C1=O	?	-1%	19%	1	-3%	9	8	3%	30%	-4%[0.365 µM]	11%
COc1ccc(CN2C(=O)c3cccnc3C2=O)cc1S(=O)(=O)NCc1ccc(C)o1	-4%	-5%	2%	-1	-3%	7	-27	1%	0%	-1%	0%
Cc1cc(OCC(=O)NC2CC(C)(C)NC(C)(C)C2)c2c(C)cc(=O)oc2c1	-3%	-1%	0%[9.26 µM]	1	-3%	-7	-16	-1%	1%	-1%	-7%
CCCCn1c(N)c(N(CCOC)C(=O)c2ccco2)c(=O)[nH]c1=O	.	-1%	-2%	.	8%	-6	-18	1%	0%	.	1%
CC(O)[C@H]1CNCCN1CCc1cccc(F)c1 (stereo partly specified)	.	0%	4%	.	-1%	9	21	-1%	2%	.	-1%
COc1ccc(/C=N\NC(=O)c2ccccc2Br)cc1COc1ccc(F)cc1	?	1%	-12%	0	9%	-25	-10	2%	1%	1%	-5%
Cc1nn(CC(=O)NCCN2CCCCCC2)c(=O)c2nn(-c3ccccc3)c(C)c12	-19%	1%	2%	2	5%	-28	-11	1%	-1%	11%	-5%
O=c1c(-c2ccco2)[n+]([O-])c2ccccc2n1OCc1ccccn1	3%	0%	-4%	-2	-1%	5	-13	3%	14%	15%	11%
COC(=O)C(C)N(C#N)c1nc(NC(C)C)nc(SC)n1 (stereo unspecified)	-9%	0%	1%	3	-8%	-4	-6	-2%	1%	3%	-1%
Cc1cc(=O)oc2c(C)c(OC(C)C(=O)NCCCN3CCCC3=O)ccc12 (stereo unspecified)	-18%	-2%	2%	1	2%	-12	-4	0%	-1%	2%	-2%
CC(NC(=O)c1ccccc1)c1nnc(SCC(=O)NC2=NCCS2)n1C (stereo unspecified)	-10%	1%	-3%	0	2%	17	3	-2%	-2%	-3%	-1%
O=C(Nc1ccc(Cl)cc1)N(Cc1nnc2n1CCCCC2)c1ccccc1	-2%	-1%	-4%	5	0%	2	19	4%	6%	2%	5%
CC(C)c1nccn1CCC(=O)O	2%	2%	-5%	-1	8%	5	4	1%	-8%	-9%	-3%
Nc1cc(Cl)nc(N/N=C/c2ccc([N+](=O)[O-])cc2)n1	44%	1%	0%	-3	3%	6	-20	0%	2%	-3%	1%
COC(=O)c1sc(N)c(C(=O)OC)c1COC(=O)[C@@H](NS(=O)(=O)c1cccc(Cl)c1)C(C)C	1%	3%	-1%	-1	-2%	-5	-16	0%	0%	-19%	-2%
Cc1cc(C)n(-c2nnc(N3CCN(c4ccccc4)CC3)nn2)n1	-38%	-6%	5%	-27	-3%	-6	2	?	?	?	9%
Cn1nnnc1SCC(=O)Nc1ccc(Cl)c(S(=O)(=O)N2CCOCC2)c1	9%	-2%	-2%	5	4%	8	17	2%	-5%	-12%	1%
O=C(/C=C/c1ccccc1)N1CCOCC1	1%	0%	6%	-1	-4%	-2	17	?	?	-13%	-1%
COc1ccc(C(=O)N/C(=C/c2cccnc2)C(=O)N2CCCCCC2)cc1OC	20%	2%	-2%	6	0%	-4	?	0%	0%	-1%	-4%
c1ccc(-n2nnnc2OCCOc2nnnn2-c2ccccc2)cc1	-5%	.	.	1	-5%	6	-4	3%	.	17%	.
O=C(COc1ccc([N+](=O)[O-])cc1)N(C1CCCCC1)C1CCS(=O)(=O)C1 (stereo unspecified)	.	2%	1%	.	-3%	-8	4	-2%	0%	.	0%
Nc1ccc(Cl)c(S(=O)(=O)Nc2ccc(Cl)cc2)c1	9%	-4%	-3%	-3	2%	19	1	-1%	-4%	-2%	0%
NCCN1CCN2C(=O)CN(C(=O)c3ccccc3)CC12 (stereo unspecified)	.	1%	-2%	.	9%	1	10	.	.	.	.
CCn1cc([N+](=O)[O-])c(C(=O)N2N=C3/C(=C/c4cccs4)CCCC3C2c2cccs2)n1 (stereo unspecified)	-3%	-11%	-6%	1	5%	-2	0	-2%	-1%	-15%	-4%
CCOc1ccc(NC(=O)Nc2cnccn2)cc1	10%	-6%	7%	-1	2%	14	-9	?	?	27%	12%
Cc1cc(Nc2ccc(F)cc2Cl)n2nc(C)nc2n1	?	-2%	7%	1	1%	6	9	-1%	-7%	0%	1%
O=C(CN1CCN(S(=O)(=O)c2ccc(Cl)cc2)CC1)NCC1(N2CCOCC2)CCCCC1	.	-7%	0%	.	0%	-1	13	10%	-5%	.	-2%
COc1cc(OC)cc(C(=O)NNC(=O)Cc2ccc(OC)c(S(=O)(=O)N3CCOCC3)c2)c1	26%	0%	2%	-1	4%	-8	18	-3%	-1%	-8%	3%
N=c1sccn1CC(=O)NCc1ccc(Cl)cc1Cl	15%	?	0%	2	2%	6	15	-10%	9%	-10%	4%
CCOC(=O)NC(=O)/C(N=Nc1ccc(C(F)(F)F)cc1)=C(\C)O	17%	8%	1%	0	1%	21	28	3%	-6%	0%	1%
CC(=O)Nc1ccc(S(=O)(=O)c2ccc([N+](=O)[O-])cc2)cc1	19%	0%	-4%	1	-4%	-6	-24	0%	2%	-15%	0%
O=C(COc1ccc(-c2nnco2)cc1)Nc1cc([N+](=O)[O-])ccc1F	.	5%	1%	.	3%	4	-7	.	.	.	.
COc1cccc(NC(=O)CN(C)C(C)C(=O)NC(=O)NC2CCCCC2)c1 (stereo unspecified)	.	-2%	0%	.	-5%	-4	18	4%	-2%	.	-1%
CC1CN(CC(O)COc2ccc(C#N)cc2)CCN1CC(O)COc1ccc(C#N)cc1 (stereo unspecified)	3%	2%	-18%	1	5%	-102*	11	0%	-10%	3%	-10%
Cc1cc(C)n(-c2ccc3cccc(NS(C)(=O)=O)c3n2)n1	4.5µM*	2%	5%	-1	-7%	-4	-11	2%	-21%	?	-1%
